KLK7 zymogen act: proKLK7 zymogen activators, primary screen, biochemical, fluorescence intensity; actives 0.9% (n = 370,000); AID 652039, 2013; purified proKLK7, EDANS-DABCYL substrate fluorescence; 100% is mature enzyme control, 0% vehicle; activation, % at 7 µM; Kallikrein-7 (Homo sapiens), P49862;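 active = activation above the mean of all tested compounds plus 3 SD, computed per campaign excluding outliers beyond control limits, cut at about 13% in these data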
UHRF1 MBD2 ctr: UHRF1 methylated DNA binding inhibitors, primary screen, counter-screen for MBD2 inhibitor project, biochemical, TR-FRET, human UHRF1, single concentration | E3 ubiquitin-protein ligase UHRF1 (Homo sapiens), Q96T88 | AID 687016, 2013 | inhibition, % at 4.4 µM | actives 0.75% (n = 370,000) | UHRF1 binding to methylated oligo; in the data active = inhibition above about 21%;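 note: UHRF1 SRA domain binding a hemimethylated CpG hairpin DNA probe; 0% = median of test compound wells and 100% = reference inhibitor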
ADAM17 inh: ADAM17 inhibitors, primary screen, biochemical, QFRET | Disintegrin and metalloproteinase domain-containing protein 17 (Homo sapiens), P78536 | recombinant ADAM17, EDANS/DABCYL FRET peptide cleavage | inhibition, % at 6.95 µM | actives 0.83% (n = 370,000) | AID 720648, 2013;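 active = inhibition above the mean of compounds lying between control limits plus 3 SD, set per campaign, cut at about 8.5% in these data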;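 note: 0% = DMSO-only wells as the low control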
MBD2 DNA inh: inhibitors of MBD2 binding to methylated DNA, primary screen, biochemical, TR-FRET, DNA-binding domain, human | MBD2 binding to methylated oligonucleotide | inhibition, % at 4.4 µM | actives 0.31% (n = 370,000); in the data active = inhibition above about 13%
ARFGAP1 inh: inhibitors of rat ARFGAP1 GAP activity, primary screen, biochemical, fluorescence polarization, GDP tracer | Arfgap1-stimulated ARF1 GTP hydrolysis, GDP FP detection | inhibition, % at 16.5 µM | actives 0.26% (n = 360,000);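 active = inhibition above a per-plate limit, mean inhibition of low control wells plus 3 SD, cut at about 25% in these data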;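 note: 0% = DMSO wells with enzyme and 100% = wells lacking Arfgap1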
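Material: rat Arfgap1 catalytic domain, aa 1-136; also added: human ARF1(Δ1-17)-GTP substrate; compound dosing: one concentration, 16.5 µM, DMSO 1.26%; incubation: GTP hydrolysis reaction 2 h at 25 °C; measured by: Tracer-displacement fluorescence polarization with EDTA stop, 620/688 nm; evaluation: % inhibition from polarization; repeats: one replicate per compound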
PLCb3 inh: human PLC-beta3 inhibitors, primary screen, biochemical, fluorescence; Purified PLC-beta3, fluorogenic substrate; inhibition, % at 12.2 µM; actives 0.18% (n = 370,000); 1-phosphatidylinositol 4,5-bisphosphate phosphodiesterase beta-3 (Homo sapiens), Q01970; in the data active = inhibition above about 11%;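 note: 0% = median of compound wells on plate and 100% = full blocker control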
DDE Tn6 FP inh: inhibitors of Tn6 peptide binding to fibrin DD(E), primary screen, biochemical, fluorescence polarization, human fibrin, Tn6 probe; inhibition, % at 8.3 µM; AID 720509, 2013; Fibrinogen beta chain (Homo sapiens), P02675; Fibrin DD(E) TRITC-Tn6 fluorescence polarization displacement; actives 0.21% (n = 370,000);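 active = inhibition above a per-campaign cutoff: mean of compounds within control limits plus 3 SD, cut at about 15% in these data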;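 note: 0% = median of all compound wells on the plate and 100% = blocking peptide control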
PLCg1 inh: PLC-gamma1 enzyme inhibitors, primary screen, biochemical, fluorescence, purified enzyme; 1-phosphatidylinositol 4,5-bisphosphate phosphodiesterase gamma-1 (Homo sapiens), P19174; fluorogenic substrate; inhibition, % at 12.2 µM; actives 0.84% (n = 370,000); in the data active = inhibition above about 9.5%
Target sequence (P19174 whole entry, looked up): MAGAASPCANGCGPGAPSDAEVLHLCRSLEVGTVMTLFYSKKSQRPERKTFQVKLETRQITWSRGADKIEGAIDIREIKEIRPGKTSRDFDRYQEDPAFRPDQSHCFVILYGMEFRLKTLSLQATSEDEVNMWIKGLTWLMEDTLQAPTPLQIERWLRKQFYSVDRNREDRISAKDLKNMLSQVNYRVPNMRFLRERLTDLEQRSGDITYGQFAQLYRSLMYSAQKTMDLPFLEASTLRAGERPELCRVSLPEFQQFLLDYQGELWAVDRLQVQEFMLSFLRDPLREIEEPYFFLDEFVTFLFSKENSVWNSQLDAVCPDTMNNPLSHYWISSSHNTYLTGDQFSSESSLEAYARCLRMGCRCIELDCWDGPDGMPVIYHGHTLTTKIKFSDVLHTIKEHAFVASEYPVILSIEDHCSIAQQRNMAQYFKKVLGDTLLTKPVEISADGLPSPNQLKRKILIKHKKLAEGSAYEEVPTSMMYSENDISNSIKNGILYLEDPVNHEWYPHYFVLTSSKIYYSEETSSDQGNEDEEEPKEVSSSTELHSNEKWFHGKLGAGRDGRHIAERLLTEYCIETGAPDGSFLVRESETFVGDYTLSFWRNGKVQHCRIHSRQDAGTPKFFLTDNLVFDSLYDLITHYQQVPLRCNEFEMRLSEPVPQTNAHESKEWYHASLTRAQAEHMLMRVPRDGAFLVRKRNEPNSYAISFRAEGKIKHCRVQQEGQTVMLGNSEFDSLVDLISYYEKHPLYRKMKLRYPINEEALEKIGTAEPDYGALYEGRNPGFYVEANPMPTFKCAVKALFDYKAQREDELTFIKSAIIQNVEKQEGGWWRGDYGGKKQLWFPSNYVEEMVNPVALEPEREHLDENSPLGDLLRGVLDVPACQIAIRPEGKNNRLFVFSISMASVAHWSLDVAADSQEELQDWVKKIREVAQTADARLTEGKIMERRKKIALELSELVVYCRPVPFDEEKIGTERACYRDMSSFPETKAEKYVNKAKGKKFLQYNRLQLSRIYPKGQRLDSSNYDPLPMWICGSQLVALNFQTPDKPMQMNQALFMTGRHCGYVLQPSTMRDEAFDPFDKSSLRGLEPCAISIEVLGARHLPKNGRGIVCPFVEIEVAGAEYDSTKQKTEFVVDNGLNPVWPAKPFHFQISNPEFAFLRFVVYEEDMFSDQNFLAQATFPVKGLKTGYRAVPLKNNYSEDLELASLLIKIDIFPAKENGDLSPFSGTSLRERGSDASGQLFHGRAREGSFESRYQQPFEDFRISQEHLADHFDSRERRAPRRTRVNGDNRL
DDE Tn7 FP inh: inhibitors of Tn7 peptide binding to fibrin DD(E), primary screen, biochemical, fluorescence polarization, human fibrin, Tn7 probe. Fibrinogen beta chain (Homo sapiens), P02675. FP displacement of FITC-Tn7 peptide from fibrin DD(E); 0% = median of compound wells per plate. inhibition, % at 8.3 µM. actives 0.13% (n = 370,000);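 active = inhibition above the mean of compounds falling within the control limits plus 3 SD of them, cut at about 14% in these data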;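 note: 0% = plate median of compound wells and 100% = 10 µM Aha-Tn7 peptide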
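system = human fibrin DD(E) protein | quantity = DD(E) 2 µM final | medium = Tris/NaCl/CaCl2 buffer, pH 7.8 | also added = labelled Tn7 tracer, 0.1 µM | compound dosing = single point at 8.3 µM | timing = compound with protein 10 min, then 3 h after probe, room temperature | signal = FP measurement | benchmarks = Aha-Tn7 high control | repeats = one replicate per compound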
ASAP1 inh: inhibitors of human ASAP1 ArfGAP activity, primary screen, biochemical, fluorescence polarization; actives 0.19% (n = 360,000); inhibition, % at 16.5 µM; ASAP1-stimulated ARF1 GTP hydrolysis, GDP FP detection; AID 624377, 2012; in the data active = inhibition above about 25%;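 note: 0% = vehicle with enzyme and substrate and 100% = no enzyme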
The depositor's hits bear a star; . = no result given.

SMILES	KLK7 zymogen act	UHRF1 MBD2 ctr	ADAM17 inh	MBD2 DNA inh	ARFGAP1 inh	PLCb3 inh	DDE Tn6 FP inh	PLCg1 inh	DDE Tn7 FP inh	ASAP1 inh
CC(=O)Nc1ccc(C(=O)OCC(=O)N(C)C2CCCCC2)cc1	0.0	0.1	-1.7	1.6	3.9	-2.9	-10.2	0.3	-6.4	-1.9
O=c1oc2ccccc2c(N2CCOCC2)c1[N+](=O)[O-]	0.6	2.3	-0.8	1.4	-2.2	0.2	0.9	2.1	-0.9	5.8
COCCN(C(=O)c1c(C)noc1C)c1c(N)n(CC(C)C)c(=O)[nH]c1=O	0.2	-1.5	-1.2	6.8	-5.5	-14.5	1.0	0.6	-7.6	-13.9
COc1cc(NC(=O)CCn2c(=S)oc3ccccc32)cc(OC)c1OC	0.2	0.6	-4.0	3.9	4.7	-6.8	4.3	-1.1	-2.8	2.1
Cc1onc(-c2ccccc2)c1C(=O)Nc1cccnc1	-0.2	-1.2	-5.9	1.8	-7.4	-1.1	4.2	0.5	-3.8	-8.0
Clc1ccccc1-c1csc(Nc2cccnc2)n1	-0.1	4.2	6.4	0.6	5.4	-6.9	-4.0	-1.5	0.5	1.5
Cc1c(NC(=O)COC(=O)c2cc(-c3ccc(-c4ccccc4)cc3)nc3ccccc23)c(=O)n(-c2ccccc2)n1C	2.6	-2.5	-94.2	-6.3	7.8	-111.5	-8.5	-82.5	-6.0	-1.1
CC(=O)Nc1ccc(NC(=O)CCC(=O)OCC(=O)c2ccc(C)c([N+](=O)[O-])c2)cc1	-0.1	-1.1	-1.4	0.1	-2.6	1.1	-6.6	1.4	-7.2	4.6
COc1ccc(-n2nc(C(=O)NCC(=O)NC3CCCC(C)C3C)c3ccccc3c2=O)cc1 (configuration not stated)	-1.1	-1.3	-1.3	0.4	-6.4	-246.8	-3.9	-160.2	4.7	1.3
O=C(CSc1nc(=O)n2ccccc2n1)NCc1ccccc1	0.3	1.1	-6.6	1.5	9.3	0.0	2.6	-2.5	0.7	-0.3
Cc1occc1C(=O)N1CCN(c2ccc(Cl)c(Cl)c2)CC1	-0.5	2.9	-1.6	2.2	10.1	-6.2	-10.0	-1.5	1.2	-5.3
CC1CC(C)CN(C2CCN(Cc3cccnc3)CC2)C1 (configuration not stated)	-0.2	12.9	-1.9	3.7	-4.5	7.6	-5.0	0.0	0.7	-7.1
COc1ccc(NC(=O)COc2ccc(C(=O)NCc3cccnc3)cc2OC)cc1	-0.4	1.3	-5.0	4.6	7.4	-4.2	6.1	-2.3	7.5	-5.1
COC(=O)C1C(=O)C=C(Nc2ccc(F)cc2F)CC1c1ccccc1 (configuration not stated)	-0.2	7.4	3.0	-0.2	14.8	-1.6	-3.2	-2.9	-12.4	-5.8
O=C(Nc1ccc(Cl)c(Cl)c1)c1ccccc1NC(=O)C1CC=CCC1C(=O)O (configuration not stated)	0.5	4.0	-25.3	0.3	1.2	-59.6	0.8	-39.6	-6.1	3.2
COc1cccc(OC)c1C(=O)Nc1ccc(N2CCCC2)cc1	-0.3	-3.4	-3.9	3.5	-0.7	-23.3	-10.6	-12.9	4.5	5.0
Cc1ccc(N2CCN(S(=O)(=O)c3c(C)noc3C)CC2C)cc1 (configuration not stated)	0.0	0.2	-3.3	2.5	-14.5	-5.4	6.9	0.1	-0.2	-3.7
Cc1cc(C)nc(SC2CCOC2=O)n1 (configuration not stated)	0.0	-0.3	-6.5	2.4	3.4	-2.9	3.5	0.5	1.7	-1.8
CCOC(=O)c1ccc(NC(=O)CSc2ccc(-c3ccncc3)nn2)cc1	-0.4	4.4	0.7	-0.4	2.1	-3.3	-2.4	1.9	-6.5	-3.4
CC1CCC2(CC1)NC(=O)N(CC(=O)NCCc1ccccc1)C2=O (configuration not stated)	0.1	1.0	-4.7	5.9	-3.4	-1.1	-2.9	1.3	2.8	-22.3
O=C(CC12CC3CC(CC(C3)C1)C2)N/N=C\c1ccc[nH]1	0.0	2.5	1.7	-7.6	8.3	2.6	-3.7	4.5	-8.1	2.8
CCOC(=O)c1ccccc1NC(=O)c1c(F)c(F)c(F)c(F)c1F	0.4	5.2	-2.0	3.9	-3.6	6.5	5.8	0.7	-7.1	5.6
CC(=O)Nc1ccc(N2CCN(C(C)=O)CC2)cc1	-0.8	-3.8	0.2	-5.0	-2.5	1.2	-1.3	3.0	-3.2	16.1
CC(C)CNC(=O)COC(=O)c1c2c(nc3ccccc13)CCC2	-0.3	0.6	-16.0	-1.6	1.1	-26.4	-4.3	-13.9	-2.4	-5.5
CCOC(=O)c1cnc2ccc(C)cc2c1Nc1ccc(N2CCOCC2)cc1	1.0	-1.2	2.8	-2.7	2.9	-6.2	-8.6	-3.7	-5.5	-6.7
COc1ccc(Cl)cc1NC(=O)NCCCl	0.1	-0.1	-5.3	-2.8	-3.5	1.3	2.4	3.6	2.2	-4.0
COc1ccc(NC(=O)CS(=O)(=O)c2ccc(C)cc2)c(OC)c1	-0.4	2.7	-0.9	2.1	1.8	-5.6	-3.1	5.3	-7.1	7.9
CN1CCC(NC(=O)c2ccncc2)CC1	0.5	-1.6	-2.4	3.0	7.1	-1.4	6.3	-1.1	-5.4	5.8
O=[N+]([O-])c1ccc(Oc2cccnc2)nc1	0.9	2.0	-1.5	-3.9	0.7	-0.3	2.0	6.5	4.4	-9.5
CC1C/C(=N\NC(=S)NC(C)C)CC(C)(C)C1 (configuration not stated)	0.0	-0.4	-4.1	1.0	2.0	-0.8	-0.5	2.7	-2.3	0.5
COc1ccccc1CNC(=O)C(C)Sc1ccc(C)cc1 (configuration not stated)	0.4	0.5	-3.7	3.9	0.2	-2.8	-5.8	-2.4	-1.2	-11.6
CC(C)(C)n1nc2c(c1NC(=O)c1ccc(Br)o1)CS(=O)C2 (configuration not stated)	-0.3	12.4	-5.3	2.2	-5.1	-0.7	3.4	-0.8	4.8	-5.6
CN1CCN(C(=O)c2cccc(-c3cnc4cnc(-c5ccccc5Oc5ccccc5)cn34)c2)CC1	-7.2	0.7	-166.6	-3.3	-4.1	-118.7	-4.5	-78.9	-5.1	7.4
O=C(NCCc1ccccc1)c1ccc(NC(=O)C2CC2)cc1	-0.6	-2.0	-0.9	0.9	-0.5	4.0	7.9	-2.3	-3.8	-7.7
CCCCC(CC)COP(=O)(OCC(CC)CCCC)OCC(CC)CCCC (configuration not stated)	0.0	-3.0	-4.4	1.2	-8.1	1.1	-7.8	-1.8	0.8	-6.8
O=[N+]([O-])c1cc(Cl)ccc1Sc1ccccn1	1.1	5.3	-8.3	3.2	10.4	-9.8	-0.3	1.5	2.0	-1.9
CCOC(=O)[C@@]12CCCC=C1N(CCc1ccc(Cl)cc1)C(=O)[C@H]2CC(=O)N1CCCCC1	-0.2	-3.2	2.8	-5.1	.	-0.8	2.8	8.7	2.6	.
O=C(Nc1cccc2ncccc12)c1ccc(OCc2ccccc2)cc1	-0.3	-2.9	-0.6	3.9	-6.2	-2.6	2.4	-4.4	0.8	7.6
Cc1cccc(N(CC(=O)NC(C)(C)C)C(=O)CCC(=O)Nc2ccccn2)c1	-0.3	3.3	-7.7	2.4	-1.7	-10.8	-4.9	1.6	1.5	11.8
Cc1cc(C)nc(OC(C(=O)O)C(OCCc2ccccc2)(c2ccccc2)c2ccccc2)n1 (configuration not stated)	0.2	-0.5	-2.2	2.9	-7.5	-3.1	-6.7	-2.8	-4.6	-1.0

Overlap with the part before: 3 compounds, then new ones.
SMILES	KLK7 zymogen act	UHRF1 MBD2 ctr	ADAM17 inh	MBD2 DNA inh	ARFGAP1 inh	PLCb3 inh	DDE Tn6 FP inh	PLCg1 inh	DDE Tn7 FP inh	ASAP1 inh
O=C(Nc1cccc2ncccc12)c1ccc(OCc2ccccc2)cc1	-0.3	-2.9	-0.6	3.9	-6.2	-2.6	2.4	-4.4	0.8	7.6
Cc1cccc(N(CC(=O)NC(C)(C)C)C(=O)CCC(=O)Nc2ccccn2)c1	-0.3	3.3	-7.7	2.4	-1.7	-10.8	-4.9	1.6	1.5	11.8
Cc1cc(C)nc(OC(C(=O)O)C(OCCc2ccccc2)(c2ccccc2)c2ccccc2)n1 (configuration not stated)	0.2	-0.5	-2.2	2.9	-7.5	-3.1	-6.7	-2.8	-4.6	-1.0
O=C(N1CCCCC1)C1(c2ccccc2)CCCCC1	-0.1	1.5	0.8	2.2	0.6	-3.0	9.9	1.8	0.6	8.1
COc1ccccc1N1C(=O)c2cccc3c(N(C)CCO)ccc(c23)C1=O	-0.5	-28.3	-8.1	-17.5	-3.9	-98.1	3.4	-75.5	-2.3	2.0
COc1ccccc1NS(=O)(=O)c1cccc(C(=O)N/N=C/c2ccc(N3CCOCC3)cc2)c1	5.8	-2.5	2.7	-4.6	-1.9	-159.8	2.0	-156.1	0.0	-2.3
Cc1ccc(C(=O)NC(=S)NNS(=O)(=O)c2ccc(C)cc2)cc1	0.1	-6.3	-2.8	-0.8	2.7	-0.4	6.4	-2.0	-2.3	-6.9
O=c1[nH]c(C2CCCN(S(=O)(=O)c3cccc(Cl)c3)C2)nc2c1nnn2Cc1ccc2c(c1)OCCO2 (configuration not stated)	-0.1	-0.1	-1.2	0.9	-0.3	-4.0	5.7	4.2	-0.1	6.8
Cc1ccc(S(=O)(=O)NN2C(=O)/C(=C/c3ccc(F)cc3)SC2=S)cc1	-0.7	0.0	-1.0	-1.2	0.6	-7.0	2.7	-2.8	0.5	4.1
O=C(Nc1ccccc1)Nc1nnc(CSCc2ccccc2Cl)s1	-0.5	1.4	0.2	0.5	2.9	-36.6	-6.9	0.2	-4.1	7.1
Cc1ncsc1C(=O)NCc1ccc(N2CCCC2=O)cc1	0.1	14.4	3.4	2.5	-11.9	4.8	14.0	6.2	8.3	-1.7
COc1ccc(N2CCN(C(=O)CSc3nnc(-c4ccco4)n3C)CC2)cc1	0.6	1.9	-3.6	-7.0	-4.8	1.6	6.7	2.1	2.5	2.0
CC(=Nc1ccccc1)C1=C(O)CC(C)(C)CC1=O	0.4	-1.6	-0.7	4.4	5.6	1.1	-4.1	4.4	-2.2	-8.2
